GLP-1R agonist = GLP-1 receptor (human) agonism; P43220; HEK293 GLP-1R CRE-luciferase, luminescence, 4-6 h; cells express a hypersensitive GLP-1R form; Potency, µM (highest dose often 45.6 µM), without a hit: at the highest dose activation, usual class: activators; 380,000 tested, 0.007% active; AID 624172; note: potency is the fitted concentration of half-maximal effect; % of control where 0% means no effect
Target sequence (P43220 whole entry, looked up): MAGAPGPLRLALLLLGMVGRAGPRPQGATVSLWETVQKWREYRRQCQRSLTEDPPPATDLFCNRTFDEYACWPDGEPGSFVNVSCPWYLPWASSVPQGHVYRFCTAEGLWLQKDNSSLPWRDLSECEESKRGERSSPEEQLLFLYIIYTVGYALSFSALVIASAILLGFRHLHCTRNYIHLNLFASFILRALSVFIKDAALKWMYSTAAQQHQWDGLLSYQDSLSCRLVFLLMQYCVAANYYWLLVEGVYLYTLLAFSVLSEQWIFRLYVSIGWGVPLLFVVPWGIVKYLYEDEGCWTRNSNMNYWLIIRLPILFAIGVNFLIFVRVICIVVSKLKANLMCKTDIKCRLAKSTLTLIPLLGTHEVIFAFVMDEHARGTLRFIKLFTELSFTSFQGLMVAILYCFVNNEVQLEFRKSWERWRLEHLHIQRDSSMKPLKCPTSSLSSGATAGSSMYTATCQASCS
EPAC1 antagonist = antagonists of human EPAC1; Potency, µM (highest dose often 115 µM), inactives show at the top dose activity change, negative = inhibition, most hits filed as inhibitors; 360,000 tested, 0.14% active; EPAC1 GEF assay, Rap1b-BODIPY-GDP exchange fluorescence;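 note: potency is the fitted concentration of half-maximal effect; plate controls were vehicle for no effect and positive control for full effect; nearly all actives have a fitted effect of over 50% in size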
PLK1 PBD block = PLK1 (human) polo-box domain binding inhibition. P53350. Plk1 PBD binding of FITC phosphopeptide, fluorescence polarization. Potency, µM, for the others: max response, negative = inhibition, hits mostly inhibitors. 360,000 tested, 2.8% active. AID 720504; note: potency is the fitted concentration of half-maximal effect; series mostly up to about 57 µM; % is set by controls: 0 for no effect and ±100 for the full control effect; nearly all actives have a fitted effect of over 65% in size
Target sequence (P53350 whole entry, looked up, the tested form may be a part): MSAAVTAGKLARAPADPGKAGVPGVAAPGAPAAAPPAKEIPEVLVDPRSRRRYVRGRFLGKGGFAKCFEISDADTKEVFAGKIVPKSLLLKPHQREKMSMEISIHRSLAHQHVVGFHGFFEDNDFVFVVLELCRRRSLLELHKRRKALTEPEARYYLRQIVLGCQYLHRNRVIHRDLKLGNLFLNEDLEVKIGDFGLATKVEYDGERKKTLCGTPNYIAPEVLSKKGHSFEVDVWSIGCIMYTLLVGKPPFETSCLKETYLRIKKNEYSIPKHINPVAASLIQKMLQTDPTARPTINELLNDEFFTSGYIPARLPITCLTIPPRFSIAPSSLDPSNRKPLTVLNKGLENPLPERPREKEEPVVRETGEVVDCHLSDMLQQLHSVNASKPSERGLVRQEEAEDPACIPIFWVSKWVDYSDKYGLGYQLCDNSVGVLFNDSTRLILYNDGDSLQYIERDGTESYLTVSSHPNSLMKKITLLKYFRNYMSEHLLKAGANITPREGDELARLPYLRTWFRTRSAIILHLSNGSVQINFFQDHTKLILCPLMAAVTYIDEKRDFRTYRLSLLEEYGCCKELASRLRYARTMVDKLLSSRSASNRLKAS
GLP1R inv ag = GLP-1 receptor (human) inverse agonism; HEK293 GLP-1R CRE-luciferase, luminescence, 24 h; GLP-1R form is constitutively active; P43220; Potency, µM (doses to about 38.3 µM), inactives show top-dose activity change, negative = inhibition, hits mostly inhibitors; 410,000 tested, 1.6% active; note: potency is the fitted concentration of half-maximal effect; % is set by controls: 0 for no effect and ±100 for the full control effect; nearly all actives have a fitted effect of over 55% in size
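Stable HEK293 clone (constitutively active GLP-1R + cAMP-response luciferase); 200 cells/uL plated, 12 h pre-culture, compound 24 hr, 37 deg C/5% CO2; detection reagent 12 min RT; luminescence.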
IL2 activator = IL-2 activation; 360,000 tested, 0.065% active; activation, % (series mostly up to about 46 µM); IL-2 activation reporter assay, cell-based qHTS; stimulated with anti-CD3/CD4/CD28 beads; in transgenic mouse T cells; in the data active = activation above about 50%; inconclusive = mostly about 30% to 49%; note: 0% is about no effect
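Quantitative HTS in unstimulated transgenic mouse T cells, with memory T cells as non-tolerant control and PMA/ionomycin as tolerance-bypass control. Compound pretreatment lasted 60 minutes before 18 h bead stimulation; EGFP/DsRed fluorescence read.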
HEK293 tox = cytotoxic in the GLP-1 receptor inverse agonist counter-screen; HEK293 cAMP-luciferase reporter cells, luminescence, 24 h; Potency, µM (series often up to 38.3 µM), without a hit: at the top dose activity change, negative = inhibition, most hits filed as inhibitors; 410,000 tested, 0.13% active; AID 624418;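 note: loss of luciferase light is scored as toxicity; potency is the fitted concentration of half-maximal effect; % is set by controls: 0 for no effect and ±100 for the full control effect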
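Cells in DMEM/10% Nu serum/1% pen-strep, 1536-well format. Pre-incubated 12 h, dosed with 23 nL compound, incubated a further 24 h. Luciferase detection, 12 min at room temp, luminescence.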
PTHR1 ag = activates the human parathyroid hormone receptor PTHR1. HEK293 GP2 PTHR1 cells, GloSensor cAMP luminescence, 1 h. Potency, µM (titrated, usually from 115 µM), for inactives: at the highest dose activation, actives largely listed as activators. 410,000 tested, 0.075% active. AID 743266; note: potency is the fitted concentration of half-maximal effect; nearly all actives have a fitted effect of over 55% in size; some results filed as inactive show a strong effect at the top dose; inactives centre near -15; many of its hits are not listed in these tables
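HEK-293-derived GP2 cells expressing PTHR1 and a GloSensor cAMP reporter, 3,000/well, plated overnight, given luciferin plus IBMX (each 0.5 mM as added) for 1 h at 37 °C, then compound for 1 h at 37 °C. Luminescence was read after 15 min at room temperature.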
PI5P4K alpha inh = inhibitors of human PI5P4K alpha | max response, % | P48426 | PI5P4Kalpha enzyme, ADP-Glo luminescence, 60 min; hits give low values | 330,000 tested, 1.2% active; active = max response of -50% or lower; inconclusive = between -30% and -50%; inactive = -30% or higher; note: value at the top dose of about 77 µM; % is set by controls: 0 for no effect and ±100 for the full control effect
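qHTS, 1536-well: enzyme/substrate mix, compound by pin tool, 5 microM ATP final; RT 60 min; ADP-Glo reagents 1 (45 min) then 2 (30 min); luminescence.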
EPAC1 ag = EPAC1 (human) agonism | EPAC1 agonist qHTS, biochemical assay; response scale: 100% = response to 6.5 mM cAMP | AID 720707 | O95398 | 360,000 tested, 0.073% active | Potency, µM (top dose mostly 154 µM), without a hit: top-dose activation, hits mostly activators; note: potency is the fitted concentration of half-maximal effect; nearly all actives have a fitted effect of over 60% in size
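Read-out is the fluorescence drop as BODIPY-GDP leaves Rap1B (480 nm excitation, 540 nm emission), recorded every 5 minutes over 30 minutes. Reactions held 100 nM EPAC1, 250 nM Rap1B–BODIPY-GDP and 50 uM GDP, with 6.5 mM cAMP setting full activation.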
Starred values were filed as active, the others as inactive; i = inactive; ? = inconclusive; . = not tested or not shown; & = joins results of further samples; [ ] = another dose, or the depositor's remark. Unless noted, calls come from the whole dose curve; as a rule, active = well fitted curve in the direction sought with a large enough effect; inconclusive = small, poorly fitted or top-dose-only effect, or another doubt; inactive = no such curve, though single readings can be large; an effect the other way counts as inactive or inconclusive.

SMILES | GLP-1R agonist | EPAC1 antagonist | PLK1 PBD block | GLP1R inv ag | IL2 activator | HEK293 tox | PTHR1 ag | PI5P4K alpha inh | EPAC1 ag
Cc1ccc(S(=O)(=O)Nc2cccc(C(=O)N3CCC(C(N)=O)CC3)c2)cc1 | -6% | 26% | -3% | 1% | -0.3 | 3% | 13% | -5 | -6%
CCOc1ccc(C2C(C#N)=C(C)NC3=C2C(=O)c2ccccc23)cc1 (stereo not given) | 1% | 8% | -21% | 0% | -0.5 | -10% | i | 4 | -5%
CCOc1ccc(C(=O)CCC(=O)N2CCN(c3ccc(O)cc3)CC2)cc1 | 5% | -7% | -8% | ? | 0.6 | -3% | i | -9 | 0%
O=C(NCc1ccccc1)C(c1ccc(C(F)(F)F)cc1)n1c(=O)c(-c2ccco2)nc2ccccc21 (stereo not given) | . | -24% | -21% | ? | -0.1 | 10% | -6% | ? | -17%
Cc1cccc(NC(=O)c2nc[nH]c2C(=O)Nc2cc(Br)ccc2F)c1 | 1% | -15% | -9% | 10% | 1.1 | 1% | i | 2 | 0%
CN(Cc1ccccc1)C(=O)c1ccc(NC(=O)Cc2cccc(NC(=O)C3CCCN(C(=O)C4CCCC4)C3)c2)cc1 (stereo not given) | 1% | 2% | -11% | 10% | 0.2 | -7% | -31%[inhibitor] | -10 | 5%
O=C(O)CSCC(=O)c1ccccc1 | -3% | 18% | -23% | 0% | -1.7 | 3% | -10%[57.5 µM] | . | -5%
CC1(Cc2cc(Cl)ccc2C(F)(F)F)C(=O)Nc2cc(C(F)(F)F)ccc21 (stereo not given) | -3% | -23% | 2% | ? | -0.3 | -9% | -34%[inhibitor] | -6 | -28%
COc1cc(S(=O)(=O)NC2CCCCC2)c(C)cc1C | 22% | -16% | -6% | ? | -0.5 | -11% | -8% | -1 | 9%
C=CCN(CC=C)C(=S)NC(=O)c1ccc(OC)cc1 | 1% | -24% | ? | ? | -3.1 | 0.63µM* | i | 3 | -1%
O=C1c2ccccc2S(=O)(=O)c2cc(-c3nn[nH]n3)ccc21 | 1% | -29% | -5% | 8% | -0.2 | 2% | i | -73* | 10%
CCCCCCOc1ccc(/C=N/NC(=O)C2CC2)cc1 | -4% | 1% | -9% | 27% | -2.0 | -4% | i | -2 | -2%
COc1ccc(CN2CC(C(=O)N3CCOCC3)CC2=O)cc1 (stereo not given) | -4% | 11% | 2% | 8% | -0.3 | 7% | -10%[57.5 µM] | -6 | 0%
COc1ccc(OC)c(CN2CCN(S(=O)(=O)c3ccc(NC(C)=O)cc3)CC2)c1 | 10% | 2% | 5% | 4% | -0.6 | 9% | i | 2 | 9%
CCN(Cc1ccncc1)C(=S)Nc1c(C)cccc1C | -1% | 14% | -1% | 3% | 4.3 | -3%[1.53 µM] | -14% | 0 | -2%
CCc1ccc(NS(=O)(=O)c2ccc3[nH]c(=O)[nH]c3c2)cc1 | 10% | 8% | -4% | 13% | -1.9 | 5% | i | 2 | -4%
Cc1ccc(-c2cc(-c3ccccc3)[nH]c(=S)c2C#N)cc1 | -6% | 8% | ? | -2% | -2.7 | -4% | -24% | -9 | 1%
CCc1nc2sc3c(c2c(=O)n1CCO)CCC3 | 12% | -9% | 0% | 32%[activator] | -1.1 | -11% | -8% | 2 | -1%
NC(=O)C1CCN(c2ccc(C(F)(F)F)cn2)CC1 | 1% | -3% | -4% | 5% | -0.2 | 9% | -1% | 7 | -7%
CC(=O)Nc1ccc(Br)c2ccccc12 | 15% | -15% | -14% | 7% | -1.5 | -2% | -28% | -7 | -4%
Cc1ccc(S(=O)(=O)Oc2cccc(/C=N/n3cnnc3)c2)cc1 | 11% | 2% | -8% | -28% | -3.8 | -15% | i | 13 | -2%
CC(C)(C)c1ccc(S(=O)(=O)NC(=O)C2(C)CCN2C(=O)C2(c3ccc(Cl)cc3)CC2)cc1 (stereo not given) | -3% | -1% | -19% | ? | 1.9 | 2% | -12% | 3 | 1%
COc1ccc(CCNC(=O)COc2coc(CN3c4ccccc4CC3C)cc2=O)cc1OC (stereo not given) | -2% | 6% | -4% | ? | -2.7 | 1% | -51%[inhibitor] | 0 | 1%
CCOn1c(=O)c(-c2ccc(Cl)cc2)[n+]([O-])c2ccccc21 | -8% | 8% | 21µM* | 9% | -0.5 | -5% | i | -22 | -4%
C=CCN(c1ccc(C(N)=O)cc1)S(C)(=O)=O | -14% | 4% | -5% | 5% | 0.0 | 0% | -26%[57.5 µM] | 0 | -3%
COc1ccccc1N1CCN(C(=O)CSc2ccccc2)CC1 | 17% | -18% | ? | 8% | -1.5 | 11% | -18% | -23 | -1%
O=S1(=O)CC(N2CCCCC2)CN1Cc1cn(Cc2ccc(C(F)(F)F)cc2)nn1 (stereo not given) | -2% | -14% | -6% | 18% | 1.4 | -8% | -25% | -1 | -14%
COc1ccc(CN2CCN(CCSc3ccc(C)cc3)CC2)c(OC)c1OC | -1% | -6% | -3% | ? | 2.1 | 1% | -28% | -3 | 1%
C/C(=N\NC(=O)C1(C)CC1(Br)Br)c1cccc(NC(=O)C2CCC2)c1 (stereo not given) | 5% | 12% | -18% | ? | -0.5 | -16% | -16% | 3 | 13%
CN(C)S(=O)(=O)c1cc(NC(=O)Cn2ccsc2=N)ccc1Cl | 11% | 3% | -3% | -29% | -0.7 | 0% | -7% | 1 | -7%
CCNC(=O)N(C)c1c(CC)nc2ccc(C(=O)Nc3cccc(OCC(=O)N(C)C)c3)cn12 | -7% | -16% | -10% | 14% | -0.2 | 9% | 30% | 3 | -3%
CC1CC(C)CN(C(=O)COC(=O)CN2C(=O)c3ccccc3C2=O)C1 (stereo not given) | 15% | 1% | -12% | -6% | -0.2 | -14% | -14% | -1 | 8%
CCCCN(CC)CCCNC(=O)c1cn(CC(C)C)c(=O)c2c1c1ccccc1n2C | 6% | -1% | -17% | ? | -1.3 | -2%&-16% | -1%&-23% | 2 | 14%
CCn1c(SC(C)C(=O)Nc2nccs2)nnc1-c1ccncc1 (stereo not given) | -14% | -13% | -10% | 11% | -2.9 | -1% | i | -5 | 7%
CN1CCN(C(=O)C[C@@H]2C[C@H]3c4cc(NC(=O)c5cccnc5)ccc4O[C@H]3[C@H](CO)O2)CC1 | -5% | 11% | -6% | 13% | -2.1 | 0% | -10% | -2 | 0%
COc1ccc(CCNC(=O)C(=O)NCC2CCCN2S(=O)(=O)c2ccc(OC)cc2)cc1 (stereo not given) | -12% | -10% | -2% | ? | 0.8 | ? | -23% | 0 | -10%
CC(=O)Nc1sc2c(c1CN1CCCC1)CCCC2 | 7% | -7% | -3% | -29% | 7.3 | -4% | i | -3 | 10%
Cc1ccc(-c2csc3nnc(SCC(=O)N4CCN(Cc5ccccc5)CC4)n23)cc1 | 3% | 0% | -14% | 0% | 0.2 | -17% | -25% | -3 | -2%
CCCC1(C(=O)O)NC(c2ccccc2O)C2C(=O)N(c3cccc(Cl)c3)C(=O)C21 (stereo not given) | 0% | -4% | -8% | 7% | 0.4 | -8% | i | -3 | 1%
CCCCNc1c(CC(C)C)nc2nc(C)cc(C)n12 | 23% | 21% | -12% | 1% | 0.3 | -3% | i | -1 | 6%
COCCCN(C(=S)Nc1ccc(OC)cc1)C(C)c1ccncc1 (stereo not given) | 11% | -16% | -16% | -17% | -1.4 | 5% | -20% | -29 | -5%
Cc1nc(CC(=O)N2CCN(S(=O)(=O)c3ccccc3C#N)CC2)cs1 | -2% | -9% | -15% | 1% | -4.5 | 29% | -19% | -3 | 4%
CN(C(=O)c1cccc(NC(=O)Cc2ccc(NC(=O)C3CCCN(C(=O)CCc4ccccc4)C3)cc2)c1)C1CCC1 (stereo not given) | 6% | 6% | -2% | 11% | -0.3 | -18% | -47%[inhibitor] | -1 | 1%
COc1ccc(C(=O)NCCN(C)C)c2nc3ccccc3cc12 | -23% | 5% | 1% | ? | -6.1 | ? | i | 14 | -2%
CCc1ccccc1NC(=O)Cn1c(=O)n(CCCS(=O)(=O)C2CCCCC2)c(=O)c2ccccc21 | 0% | . | . | -10% | . | 8% | 26% | . | .
CC(Sc1nc(C(F)(F)F)nc2ccccc12)C(=O)NC1CCCC1 (stereo not given) | 9% | -1% | -3% | 18% | 0.0 | 3% | -9% | -5 | -5%
COc1ccccc1N1CCN(C(=O)c2ccc3c(=O)n4c(nc3c2)CCCCC4)CC1 | 9% | 11% | -3% | -2% | -0.6 | -4% | -16% | -3 | -7%
O[C@H]1C[C@H](c2ccccc2)N(Cc2cccs2)C[C@@H]1n1cc(-c2ccc(F)cc2)nn1 | 3% | -1% | 0% | ? | -2.8 | -7% | -20% | 8 | -8%
Cc1ccc(/C=N/N=C2/NC(=O)C(CC(=O)Nc3ccc(Cl)cc3)S2)o1 (stereo not given) | -2% | -7% | 0% | -41% | 3.4 | -29% | i | 7 | 9%
C[C@@H](NC(=O)c1ncn2c1c(=O)[nH]c1cccnc12)c1ccccc1 | -5% | 16% | 2% | 3% | -2.1 | -5% | -12% | -17 | -15%

Four of these compounds in another layout:
The line under a structure holds: GLP-1R agonist, EPAC1 antagonist, PLK1 PBD block, GLP1R inv ag, IL2 activator, HEK293 tox, PTHR1 ag, PI5P4K alpha inh, EPAC1 ag
- Cc1nc(CC(=O)N2CCN(S(=O)(=O)c3ccccc3C#N)CC2)cs1
    -2%, -9%, -15%, 1%, -4.5, 29%, -19%, -3, 4%
- CN(C(=O)c1cccc(NC(=O)Cc2ccc(NC(=O)C3CCCN(C(=O)CCc4ccccc4)C3)cc2)c1)C1CCC1 (stereo not given)
    6%, 6%, -2%, 11%, -0.3, -18%, -47%[inhibitor], -1, 1%
- COc1ccc(C(=O)NCCN(C)C)c2nc3ccccc3cc12
    -23%, 5%, 1%, ?, -6.1, ?, i, 14, -2%
- CCc1ccccc1NC(=O)Cn1c(=O)n(CCCS(=O)(=O)C2CCCCC2)c(=O)c2ccccc21
    0%, ., ., -10%, ., 8%, 26%, ., .

A portion of the library (hit frequency here may not be typical).
